DYRK1A inh = blocks rat Dyrk1A kinase activity; hit rate 0.43% among 310,000; ADP-Glo luminescence, NFATc1 peptide; inhibition, % at 12.5 µM; Q63470; in the data active = inhibition above about 50%;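 note: plate controls were vehicle with enzyme for no effect and no enzyme for full effect; many of its hits are not listed in these tables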
KCNK9 block = blocks the human KCNK9 two-pore domain potassium channel | Q9NPC2 | HEK293 KCNK9, FluxOR thallium flux fluorescence; hits give low values | B-score at 10 µM | hit rate 1.2% among 310,000;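 active = ratio B-score over 3 SD below the library mean, with starting fluorescence within 5 SD of its mean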;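 note: negative B-score means less thallium flux so channel inhibition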
PolyA inhibitor = inhibitors of polyadenylation in S. cerevisiae | calls only at 12 µM | AID 1875 | S. cerevisiae SKY197-pL101 polyadenylation reporter, beta-gal luminescence; efflux-impaired pdr1/pdr3 knockout yeast; score 100 = 6 SD above DMSO | hit rate 0.02% among 300,000;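 active = lowest replicate activity score at least 50, where 100 means six control SD above control mean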;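 note: yeast exposed to compound for 9 h at 30 °C; higher score means more reporter readthrough which indicates perturbed polyadenylation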
GSK3 alpha inh = blocks human GSK-3 alpha kinase; P49840; hit rate 0.1% among 320,000; inhibition, % at 10 µM; ADP-Glo luminescence, 60 min;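 in the data active = inhibition above about 50%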;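 note: GST-tagged GSK-3 alpha with peptide substrate and 25 µM ATP; 0% = DMSO neutral wells and 100% = GW8510 positive control wells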
Target sequence (P49840 whole entry, looked up): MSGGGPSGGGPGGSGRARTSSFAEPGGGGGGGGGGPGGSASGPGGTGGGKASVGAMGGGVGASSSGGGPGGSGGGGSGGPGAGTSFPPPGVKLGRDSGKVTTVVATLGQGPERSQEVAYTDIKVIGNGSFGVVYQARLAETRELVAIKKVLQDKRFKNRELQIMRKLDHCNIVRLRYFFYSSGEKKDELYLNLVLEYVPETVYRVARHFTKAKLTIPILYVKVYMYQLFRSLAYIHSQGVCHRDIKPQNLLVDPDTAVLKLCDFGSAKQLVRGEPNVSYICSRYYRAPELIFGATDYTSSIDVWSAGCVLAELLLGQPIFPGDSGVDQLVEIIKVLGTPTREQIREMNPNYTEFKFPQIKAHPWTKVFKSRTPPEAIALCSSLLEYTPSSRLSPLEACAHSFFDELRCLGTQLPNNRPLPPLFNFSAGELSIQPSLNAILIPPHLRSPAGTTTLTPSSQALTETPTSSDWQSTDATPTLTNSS
GSK3B inh = inhibitors of human GSK3beta kinase; hit rate 0.038% among 300,000; GST-GSK3beta kinase, ADP-Glo luminescence, 60 min; hits give low values; activity score (negative = inhibition), % at 10 µM; P49841; AID 2097;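 active = more than half of replicate wells score below -50%, meaning over 50% inhibition versus plate controls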;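 note: 0% = median DMSO wells and -100% = median GW8510 positive control wells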
Target sequence (P49841 whole entry, looked up): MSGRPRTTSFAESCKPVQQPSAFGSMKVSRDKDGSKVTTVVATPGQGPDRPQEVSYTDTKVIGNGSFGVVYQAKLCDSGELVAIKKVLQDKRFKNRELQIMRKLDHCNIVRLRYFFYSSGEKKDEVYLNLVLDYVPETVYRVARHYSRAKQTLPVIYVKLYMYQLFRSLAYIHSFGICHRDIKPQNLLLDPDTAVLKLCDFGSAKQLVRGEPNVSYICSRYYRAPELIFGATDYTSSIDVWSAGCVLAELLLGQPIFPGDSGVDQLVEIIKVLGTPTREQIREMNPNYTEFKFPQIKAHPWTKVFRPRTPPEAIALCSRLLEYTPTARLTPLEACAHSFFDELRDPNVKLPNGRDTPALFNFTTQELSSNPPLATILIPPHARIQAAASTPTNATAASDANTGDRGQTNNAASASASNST
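Test system: GST-fused GSK3beta enzyme, cell-free | Quantity: 1.6 ng GST-GSK3beta enzyme per well | Reagent: 25 µM ATP with peptide substrate | Schedule: 60 min enzyme reaction, room temperature | Signal: Luminescent ADP-Glo measurement of ADP formed | Read-out basis: Score relative to plate controls | Control set: DMSO and 20 µM GW8510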
KCNQ1 pot = potentiates or activates the human KCNQ1 potassium channel; AID 2648; hit rate 0.35% among 310,000; B-score at 10 µM; P51787; CHO-K1 KCNQ1, thallium flux FluxOR fluorescence; hits give high values;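 active = fluorescence ratio B-score, a plate-corrected score, at least three library SD, with initial intensity B-score within 5 SD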
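System: Stable KCNQ1 CHO-K1 line | Incubation: 90 min dye loading and 20 min compound exposure, both at room temperature | Measure: Ratio B score | Medium: Assay buffer for compound exposure, DMSO matched across wells | Compound dosing: Single-concentration screen | Probe or stimulus: K+/Tl+ depolarizing stimulus | Measured by: Kinetic FluxOR fluorescence, 10 s baseline plus 110 s post-stimulus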
RGS4 block = inhibitors of human RGS4; P49798; HEK293 M3R/RGS4 inducible, Fluo-4 calcium flux; hits give high values; triggered by carbachol at its EC20; B-score at 10 µM; hit rate 0.45% among 310,000; AID 463165;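 active = B-score, a plate-corrected calcium signal, over three deviations above library mean, with baseline fluorescence within five deviations of library mean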;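 note: RGS4 expression induced by doxycycline in cells with stable M3 receptor; B-score is computed from the integrated fluorescence ratio over baseline after carbachol; higher B-score means a larger calcium signal and so more RGS4 inhibition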
KCNK3 inh = human KCNK3 channel inhibition, primary screen; B-score at 10 µM; O14649; hit rate 0.84% among 340,000; CHO-KCNK3 thallium flux, FluxOR fluorescence; hits give low values;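 active = B-score under library mean minus 4 SD, starting fluorescence ratio at most library mean plus 5 SD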;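 note: more negative B-score means stronger inhibition of thallium flux through KCNK3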
RGS4 pot = RGS4 potentiation or activation; AID 463111; HEK293 M3R/inducible RGS4, carbachol calcium flux Fluo4; hits give low values; B-score at 10 µM; hit rate 0.92% among 310,000;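 active = B-score of the integrated calcium signal more than 4 SD below the library mean, with starting fluorescence not abnormally high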;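 note: negative B-score means reduced calcium response which marks RGS4 activation or potentiation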
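test system = HEK293 cells with stable M3R and inducible RGS4 | schedule = recording 10 s baseline at 1 Hz, 100 s post-agonist | technique = Fluo4-AM (2 µM) calcium-flux fluorescence, kinetic read | measure = Agonist-evoked peak-minus-minimum fluorescence over baseline, integrated ratio, B score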
hERG protect = shields human hERG channel from block by proarrhythmic agents; activation (rescue from dofetilide block), less the hit threshold, % at 10 µM; hit rate 0.51% among 310,000; CHO-hERG, FluxOR thallium flux, dofetilide IC70 present;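 active = activation above the mean of controls blocked by dofetilide plus 5 SD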;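 note: thallium influx through hERG after potassium depolarization seen as dye fluorescence rise; in these data hits start at about 4.7%; inactives centre near -7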
KCNQ1 inh = blocks the human KCNQ1 potassium channel. P51787. B-score at 10 µM. hit rate 1.3% among 310,000. CHO-K1 KCNQ1, FluxOR thallium flux fluorescence; hits give high values;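 active = compounds whose thallium flux B-score, printed positive for inhibition, exceeds three library SD while starting fluorescence stays within three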;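 note: channel opened by potassium depolarization with thallium stimulus after 20 min compound exposure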
* marks the source's active call; other numbers are inactive results. Not all compounds are listed. The share of hits here may be higher or lower than overall.

Results for CC1(C)Cc2c(sc(NC(=O)C(=O)N3CCOCC3)c2C#N)CO1 ?
DYRK1A inh: -2; KCNK9 block: inactive; PolyA inhibitor: inactive; GSK3 alpha inh: 0; GSK3B inh: 2; KCNQ1 pot: inactive; RGS4 block: inactive; KCNK3 inh: inactive; RGS4 pot: inactive; hERG protect: -12; KCNQ1 inh: inactive

Results for CCCCCCNc1nc(NCc2ccco2)nc(OCC)n1 ?
DYRK1A inh: 2; KCNK9 block: -6.9*; PolyA inhibitor: inactive; GSK3 alpha inh: -2; GSK3B inh: 2; KCNQ1 pot: inactive; RGS4 block: inactive; KCNK3 inh: inactive; RGS4 pot: inactive; hERG protect: -7; KCNQ1 inh: inactive

What do the screens show for `CC(C)(C)SCCNC(=O)Nc1ccccc1`?
DYRK1A inh: -1; KCNK9 block: inactive; PolyA inhibitor: inactive; GSK3 alpha inh: -1; GSK3B inh: -20; KCNQ1 pot: inactive; RGS4 block: inactive; KCNK3 inh: inactive; RGS4 pot: inactive; hERG protect: -2; KCNQ1 inh: inactive

What do the screens show for `O=C(CSc1n[nH]c(=O)n1C1CC1)N1N=C(c2ccc(Cl)cc2)CC1c1ccco1` (stereo not drawn)?
DYRK1A inh: -1; KCNK9 block: inactive; PolyA inhibitor: inactive; GSK3 alpha inh: 0; GSK3B inh: -1; KCNQ1 pot: inactive; RGS4 block: inactive; KCNK3 inh: inactive; RGS4 pot: inactive; hERG protect: -9; KCNQ1 inh: inactive

Results for CCN=C(NCC)SC1CC(=O)N(c2ccc(OC)cc2)C1=O (stereo not drawn) ?
DYRK1A inh: -1; KCNK9 block: inactive; PolyA inhibitor: inactive; GSK3 alpha inh: -1; GSK3B inh: 1; KCNQ1 pot: inactive; RGS4 block: inactive; KCNK3 inh: inactive; RGS4 pot: inactive; hERG protect: 0; KCNQ1 inh: inactive

Results for O=C(Nc1cccc(Cl)c1)Nc1cc(S(=O)(=O)N2CCOCC2)ccc1N1CCCC1 ?
DYRK1A inh: -4; KCNK9 block: inactive; PolyA inhibitor: inactive; GSK3 alpha inh: 1; GSK3B inh: 1; KCNQ1 pot: inactive; RGS4 block: inactive; KCNK3 inh: inactive; RGS4 pot: inactive; hERG protect: -12; KCNQ1 inh: inactive

Results for N#CC1=C2N=C(N)c3ccccc3N2C2=C(C(=O)CCC2)C1c1ccc(F)cc1 (stereo not drawn) ?
DYRK1A inh: -1; KCNK9 block: inactive; PolyA inhibitor: inactive; GSK3 alpha inh: -31; GSK3B inh: 3; KCNQ1 pot: inactive; RGS4 block: inactive; KCNK3 inh: inactive; RGS4 pot: inactive; hERG protect: -15; KCNQ1 inh: inactive

Results for O=C(CCc1nc2ccccc2c(=O)[nH]1)Nc1cc(C(F)(F)F)ccc1N1CCOCC1 ?
DYRK1A inh: -6; KCNK9 block: inactive; PolyA inhibitor: inactive; GSK3 alpha inh: 2; GSK3B inh: -2; KCNQ1 pot: inactive; RGS4 block: inactive; KCNK3 inh: inactive; RGS4 pot: inactive; hERG protect: -7; KCNQ1 inh: inactive

What do the screens show for `Cc1cc(NC(=O)COC(=O)C2CCN(S(=O)(=O)c3ccccc3)CC2)c([N+](=O)[O-])cc1C`?
DYRK1A inh: 3; KCNK9 block: inactive; PolyA inhibitor: inactive; GSK3 alpha inh: -1; GSK3B inh: 0; KCNQ1 pot: inactive; RGS4 block: inactive; KCNK3 inh: inactive; RGS4 pot: inactive; hERG protect: -10; KCNQ1 inh: inactive

What do the screens show for `O=C1CC(c2c[nH]c3ccccc23)C(=O)N1` (stereo not drawn)?
DYRK1A inh: 8; KCNK9 block: inactive; PolyA inhibitor: inactive; GSK3 alpha inh: -2; GSK3B inh: 3; KCNQ1 pot: inactive; RGS4 block: inactive; KCNK3 inh: inactive; RGS4 pot: inactive; hERG protect: -10; KCNQ1 inh: inactive

Results for COc1ccc(CNC(=O)COC(=O)/C=C/c2cccs2)cc1 ?
DYRK1A inh: -2; KCNK9 block: inactive; PolyA inhibitor: inactive; GSK3 alpha inh: -3; GSK3B inh: -1; KCNQ1 pot: inactive; RGS4 block: inactive; KCNK3 inh: inactive; RGS4 pot: inactive; hERG protect: -1; KCNQ1 inh: inactive

How did CC(C)(/C=N/O)/[N+]([O-])=C/c1ccccc1C(F)(F)F do in these assays?
DYRK1A inh: 4; KCNK9 block: inactive; PolyA inhibitor: inactive; GSK3B inh: -13; KCNQ1 pot: inactive; RGS4 block: inactive; KCNK3 inh: inactive; RGS4 pot: inactive; hERG protect: -3; KCNQ1 inh: inactive

What do the screens show for `COc1ccc(C(=O)/C=C/C(=O)N(CC(=O)NC2CCCCC2)Cc2ccc(F)cc2)c(O)c1`?
DYRK1A inh: 3; KCNK9 block: inactive; PolyA inhibitor: inactive; GSK3B inh: 1; KCNQ1 pot: inactive; RGS4 block: inactive; KCNK3 inh: inactive; RGS4 pot: inactive; hERG protect: -34; KCNQ1 inh: inactive

How did COCCn1c(SCC(=O)Nc2cc(C)on2)nnc1C(C)C do in these assays?
DYRK1A inh: 0; KCNK9 block: inactive; PolyA inhibitor: inactive; GSK3 alpha inh: -3; GSK3B inh: 2; KCNQ1 pot: inactive; RGS4 block: inactive; KCNK3 inh: inactive; RGS4 pot: inactive; hERG protect: 1; KCNQ1 inh: inactive

Results for O=C(O)/C=C\C(=O)Nc1cccc(C(=O)Nc2cccc(O)c2)c1 ?
DYRK1A inh: 6; KCNK9 block: inactive; PolyA inhibitor: inactive; GSK3 alpha inh: 1; GSK3B inh: 1; KCNQ1 pot: inactive; RGS4 block: inactive; KCNK3 inh: inactive; RGS4 pot: inactive; hERG protect: -5; KCNQ1 inh: inactive

What do the screens show for `Cc1ccc(CNC(=O)c2ccc(CS(=O)(=O)c3ccccc3)o2)cc1`?
DYRK1A inh: 10; KCNK9 block: inactive; PolyA inhibitor: inactive; GSK3 alpha inh: -2; GSK3B inh: -1; KCNQ1 pot: inactive; RGS4 block: inactive; KCNK3 inh: inactive; RGS4 pot: inactive; hERG protect: -8; KCNQ1 inh: inactive

What do the screens show for `CC1(c2ccc(OC(F)F)cc2)NC(=O)N(/N=C/c2c(O)ccc3ccccc23)C1=O` (stereo not drawn)?
DYRK1A inh: -5; KCNK9 block: inactive; PolyA inhibitor: inactive; GSK3 alpha inh: -1; GSK3B inh: 0; KCNQ1 pot: inactive; RGS4 block: inactive; KCNK3 inh: inactive; RGS4 pot: inactive; hERG protect: -3; KCNQ1 inh: inactive

How did CC(=O)Nc1cccc2c1OCCO2 do in these assays?
DYRK1A inh: -4; KCNK9 block: inactive; PolyA inhibitor: inactive; GSK3 alpha inh: -2; GSK3B inh: -2; KCNQ1 pot: inactive; RGS4 block: inactive; KCNK3 inh: inactive; RGS4 pot: inactive; hERG protect: -3; KCNQ1 inh: inactive

What do the screens show for `CC1(C)N=C(/C=N/O)CN1O`?
DYRK1A inh: -8; KCNK9 block: inactive; PolyA inhibitor: inactive; GSK3 alpha inh: -1; GSK3B inh: -3; KCNQ1 pot: inactive; RGS4 block: inactive; KCNK3 inh: inactive; RGS4 pot: inactive; hERG protect: -5; KCNQ1 inh: inactive

What do the screens show for `NC(=O)c1nn(-c2ccccc2)c(=O)cc1O`?
DYRK1A inh: 3; KCNK9 block: inactive; PolyA inhibitor: inactive; GSK3 alpha inh: 0; GSK3B inh: 0; KCNQ1 pot: inactive; RGS4 block: inactive; KCNK3 inh: inactive; RGS4 pot: inactive; hERG protect: -10; KCNQ1 inh: inactive

Results for CN(CC(=O)Nc1ccc(N2CCOCC2)cc1)C(=O)c1ccc(O)c(Cl)c1 ?
DYRK1A inh: 0; KCNK9 block: inactive; PolyA inhibitor: inactive; GSK3 alpha inh: 0; GSK3B inh: -3; KCNQ1 pot: inactive; RGS4 block: inactive; KCNK3 inh: inactive; RGS4 pot: inactive; hERG protect: -8; KCNQ1 inh: inactive

How did CC(Oc1ccc(S(=O)(=O)N2CCCC2)cc1[N+](=O)[O-])C(=O)N(C)c1ccccc1 (stereo not drawn) do in these assays?
DYRK1A inh: 3; KCNK9 block: inactive; PolyA inhibitor: inactive; GSK3 alpha inh: 0; GSK3B inh: 3; KCNQ1 pot: inactive; RGS4 block: inactive; KCNK3 inh: inactive; RGS4 pot: inactive; hERG protect: -8; KCNQ1 inh: inactive

What do the screens show for `N#C/C(=C\c1c(Cl)cccc1Cl)c1nn(-c2ccccc2)c(-n2cccc2)c1C#N`?
DYRK1A inh: -2; KCNK9 block: inactive; PolyA inhibitor: inactive; GSK3 alpha inh: 1; GSK3B inh: 1; KCNQ1 pot: inactive; RGS4 block: inactive; KCNK3 inh: inactive; RGS4 pot: inactive; hERG protect: -20; KCNQ1 inh: inactive

What do the screens show for `Cc1ccc(N(CN2CCCC2=O)C(=O)c2ccc(OC(C)C)cc2)cc1`?
DYRK1A inh: -1; KCNK9 block: inactive; PolyA inhibitor: inactive; GSK3 alpha inh: -2; GSK3B inh: 1; KCNQ1 pot: inactive; RGS4 block: inactive; KCNK3 inh: inactive; RGS4 pot: inactive; hERG protect: 2; KCNQ1 inh: inactive

Results for COC(=O)CNC(=O)CN1C(=O)N(c2ccc(Cl)cc2)C(N(O)C(=O)Nc2ccc(Cl)cc2)C1(C)C (stereo not drawn) ?
DYRK1A inh: 2; KCNK9 block: inactive; PolyA inhibitor: inactive; GSK3 alpha inh: -4; GSK3B inh: 0; KCNQ1 pot: inactive; RGS4 block: inactive; KCNK3 inh: inactive; RGS4 pot: inactive; hERG protect: -11; KCNQ1 inh: inactive

What do the screens show for `Cc1ccc(C(=O)Nc2ccc(N3CCOCC3)nc2)cc1`?
DYRK1A inh: -1; KCNK9 block: inactive; PolyA inhibitor: inactive; GSK3 alpha inh: -1; GSK3B inh: 1; KCNQ1 pot: inactive; RGS4 block: inactive; KCNK3 inh: inactive; RGS4 pot: inactive; hERG protect: -10; KCNQ1 inh: inactive

Screening results (PubChem)
